p53ts 39C tox = qHTS Screen for Compounds that Selectively Target Cancer Cells with p53 Mutations: Cytotoxicity of p53ts Cells at the Nonpermissive Temperature; H1299-p53A138V viability at 39C, ATP luminescence, 24 h; Potency, µM (series often up to 46.1 µM), inactives show top-dose activity change, negative = cell killing, actives largely listed as cytotoxic; hit rate 1.5% among 130,000; AID 902, 2007; further: nearly all actives have a fitted effect of over 55% in size
p53ts 32C tox = qHTS Screen for Compounds that Selectively Target Cancer Cells with p53 Mutations: Cytotoxicity of p53ts Cells at the Permissive Temperature | AID 924, 2007 | Potency, µM (top dose mostly 46.1 µM), for inactives: at the top dose activity change, negative = cytotoxicity, actives largely listed as cytotoxic | H1299-p53A138V at 32C, ATP luminescence viability, 24 h | hit rate 0.93% among 130,000;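 further: 0% = DMSO and -100% = full killing by reference compound; nearly all actives have a fitted effect of over 55% in size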
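Viability by ATPlite luminescence after 24 h compound treatment (up to 46 uM) at the permissive 32C. Cells are H1299 carrying p53 A138V. Scale runs from DMSO basal to 100 uM tamoxifen as full kill; AC50 from Hill fits.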
Peg3 imprint = qHTS Assay for Compounds that Induce Erasure of Genomic Imprints | Potency, µM (doses to about 60.7 µM), for inactives: at the top dose activity change, positive = activation, hits mostly activators | hit rate 0.02% among 110,000 | mouse ES Peg3-LacZ reporter, beta-gal luminescence, 40 h | AID 1948, 2009;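 further: 0% = negative control wells on the plate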
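Gelatin-coated wells received 300 freshly trypsinized female ES cells with a Peg3LacZ-Neo reporter on the maternal allele, then incubated 40 hours at 37C. BetaGlo was added for 5 minutes at room temperature before a single luminescence read.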
IkB sig inh = IkB Signaling | ABC-DLBCL IkBa-CBG/CBR dual luciferase ratio, 4 h; response scale: scaled: untreated 0%, proteasome inhibitor 100% | Potency, µM (series often up to 57.1 µM), without a hit: at the top dose IkBa stabilization activation | hit rate 0.04% among 110,000 | AID 445, 2006; active means well fitted curve in the direction sought with a large enough effect in the signal ratio, not every such curve was filed as active; inconclusive means small, poorly fitted or top-dose-only effect, or a change in a side signal; the % refers to the signal ratio;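 further: the direction sought is a rising ratio; 0% = basal untreated cells and 100% = reference inhibitor full response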
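In this assay, an IκBα–CBG68 fusion accumulates when IKK-driven degradation is blocked; native CBR normalizes for cell number. OCI-Ly3 cells were treated 4 h with compound and doxycycline, then green and red light read after Chroma-Glo addition.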
Numbers without * were called inactive; ? = inconclusive; nt = no result given; & = joins results of further samples; [ ] = another dose, or the depositor's remark. Unless noted, the call rests on the fitted dose curve; in most records, active means well fitted curve in the direction sought with a large enough effect; inconclusive means small, poorly fitted or top-dose-only effect, or another doubt; inactive means no such curve, though single readings can be large; an effect the other way counts as inactive or inconclusive. Unless noted, on the % scale 0 is the no-effect control and ±100 the full control effect; potency means the concentration at half of the fitted maximal effect.

Values run as follows: p53ts 39C tox | p53ts 32C tox | Peg3 imprint | IkB sig inh
O=c1[nH]c2ccc(S(=O)(=O)NCc3ccccn3)cc2s1
    4% | 0% | 16% | -1.0%
CCN1CCN(C(=O)Nc2cccc3ccccc23)CC1
    -2% | -7% | -7% | 4.7%
O=C(NCc1ccc(F)cc1)C1C2C=CC3(CN(Cc4cccnc4)C(=O)C13)O2 (stereo not drawn)
    4% | 6% | -8% | -0.8%
CCOc1cc(-c2nc(-c3ccc(C)nc3OCC)no2)cc(OCC)c1OCC
    5% | -3% | -12% | -1.1%
Cc1ccc2nc(-c3ccc(Cl)c(NC(=O)COc4cccc(C)c4C)c3)oc2c1
    13% | -18% | -5%[10.9 µM] | -1.4%
OC(CNCc1ccco1)COc1ccccc1 (stereo not drawn)
    3% | 6% | -19% | 1.2%
C[C@@H]1CC2(OC(O)[C@]3(C)O[C@H]23)O[C@H]2C[C@@]3(C)[C@@H]4CC[C@H]5C(C)(C)C(O[C@@H]6OC[C@@H](O)[C@H](O)[C@H]6O)CC[C@@]56C[C@@]46CC[C@]3(C)[C@@H]12 (stereo partly drawn)
    -5% | 10%[1.84 µM] | -6% | 0.7%
O=c1[nH]c2[nH]c(=S)[nH]c(=S)c2[nH]1
    8%[9.22 µM] | 1%[9.22 µM] | -10%[10.9 µM] | -0.8%[11.4 µM]
CCOC(=O)c1cnn(-c2cccc(F)c2)c1C1CCNCC1
    -7% | -3% | -10%[10.9 µM] | -2.2%
Cc1ccccc1Nc1nn2c(=O)c3ccc(C(=O)NCC(C)c4ccccc4)cc3nc2s1 (stereo not drawn)
    -10% | 2% | -8%[10.9 µM] | ?
CC(=O)C1=C(C)NC(=O)NC1c1cc(Br)ccc1OCC#N (stereo not drawn)
    40%[activator] | -2% | nt | nt
CS(=O)(=O)c1ccc(/C=N\NC(N)=S)cc1
    12%[9.22 µM] | -3%[9.22 µM] | 2%[10.9 µM] | -1.3%[11.4 µM]
Cc1cc(NC(=O)c2cccc(S(=O)(=O)N3CCCC3)c2)no1
    -4% | -3% | -15% | 2.1%
COc1ccc(C(=O)NCCn2cc(SCC(=O)N3CCOCC3)c3ccccc32)cc1
    -4% | -1% | -19% | -0.5%
CN(Cc1ccccc1)C(=O)C1CCN(Cc2cc3ccccc3n2Cc2ccccc2)CC1
    10% | 15% | -11%[10.9 µM] | -0.1%
CC(=O)c1cc(Cl)ccc1OC(=O)c1ccco1
    6% | -2% | -6% | 4.4%
FC(F)(F)c1cccc(N2CCN(Cc3cccnc3)CC2)c1
    -9% | 7% | nt | nt
COC(=O)C1=C(C)N(Cc2ccccc2)[C@]23O[C@](C(=O)OC)(C(=O)N2C1c1ccccc1)C1C(=O)N(C)C(=O)C13 (stereo partly drawn)
    -8%&-6%[9.22 µM] | -1%&5%[9.22 µM] | nt | nt
COC(=O)c1ccc(C(NC(=O)OCc2ccccc2)/C(=C/[C@@H](C)C(=O)N(C)Cc2cccnc2)c2cccnc2)cc1 (stereo partly drawn)
    0% | 0% | -8% | nt
C[C@](N)(COP(=O)(O)O)C(=O)O
    16% | 8% | -1% | 0.1%
Cc1ccc(C(CC(=O)NCC2(c3ccccc3)CCCC2)c2ccccc2)c(O)c1 (stereo not drawn)
    16µM* | -27% | -5%[10.9 µM] | ?
COC(=O)NC1CCS(=O)(=O)C1 (stereo not drawn)
    8% | 1% | 15% | 0.8%
COc1ccccc1NC(=O)C1=C(C)Nc2nc(CCCO)nn2C1c1ccc2c(c1)OCO2 (stereo not drawn)
    -3% | -1% | -1% | 3.8%
CCc1ccc(CNC(=O)CCCn2ccc3cc(S(=O)(=O)N4CCCC4)ccc32)cc1
    -19% | 6% | -19%[10.9 µM] | ?
O=C(CSc1nc(-c2ccccc2)no1)N1CCCCC1
    -24% | -18% | 2%[10.9 µM] | ?
CCOc1ccccc1C1C(C#N)=C(SCC(=O)OC)NC(=O)C1C(=O)OC (stereo not drawn)
    1% | -8% | nt | -1.4%
Cc1cnc(CNc2nc(-c3ccc(N(C)C)cc3)nc3ccccc23)cn1
    10µM* | 10µM* | nt | 0.3%[11.4 µM]
CCc1ccc(NC(=O)Cn2c(=O)n(CCC(C)C)c(=O)c3cccnc32)cc1
    -18% | -5% | -8%[10.9 µM] | -2.3%
CC(=O)Nc1nnc(C)s1
    -1% | 9% | 5% | 2.2%
CCCCCCCCCCCCCCCCCC(=O)NC[C@@H](COP(=O)([O-])OCC[N+](C)(C)C)OCC
    ? | ? | nt | -22%
CC(CC(O)C1OC1(C)C)C1CCC2(C)C3=CCC4C(C)(C)C(=O)CCC4(C)C3CC[C@@]12C (stereo partly drawn)
    -25% | 25% | -33%[inhibitor] | nt
O=C1CC(c2ccccc2)n2nc(NC(=O)c3ccccn3)nc2N1 (stereo not drawn)
    12% | 13% | -7% | -0.2%
CCCCN(CCCC)S(=O)(=O)c1ccc(OC)c2ncccc12
    -8% | 4% | -21% | ?
Cc1cccc(N2CCN(C(=O)CCS(=O)(=O)c3ccc4c(c3)CC(=O)N4C)CC2C)c1 (stereo not drawn)
    -15% | 5% | 24%[10.9 µM] | ?
CCOc1ccc(-n2c(Cc3cc(=O)[nH]c(=O)[nH]3)nnc2SCC)cc1
    4% | 25% | 0% | 0.9%
N=c1n(-c2ccccc2)c(O)cc(=O)n1-c1ccccc1
    7% | 5% | -2% | 3.7%
O=C(Nc1ccccn1)NC12CC3CC(CC(C3)C1)C2
    -26% | -25% | nt | 2.0%
O=c1c(-c2ccccc2)nc2cnc(N3CCNCC3)nc2n1C1CC1
    -17% | -16% | nt | -1.7%[11.4 µM]
Cn1c(=O)c2c(SCc3cccc(C(F)(F)F)c3)nc(-c3ccco3)nc2n(C)c1=O
    1% | 0% | 1% | -1.2%
Cc1cc(NC(=O)CN(C)S(=O)(=O)c2ccc3c(c2)CCCC(=O)N3)ccc1Br
    -15% | 1% | -13%[10.9 µM] | ?

Compound profiles (already shown). Values in the order: p53ts 39C tox	p53ts 32C tox	Peg3 imprint	IkB sig inh
COc1ccc(C(=O)NCCn2cc(SCC(=O)N3CCOCC3)c3ccccc32)cc1 is listed with -4%	-1%	-19%	-0.5%
CCOC(=O)c1cnn(-c2cccc(F)c2)c1C1CCNCC1 is listed with -7%	-3%	-10%[10.9 µM]	-2.2%
COc1ccccc1NC(=O)C1=C(C)Nc2nc(CCCO)nn2C1c1ccc2c(c1)OCO2 (stereo not drawn) is listed with -3%	-1%	-1%	3.8%
CC(=O)C1=C(C)NC(=O)NC1c1cc(Br)ccc1OCC#N (stereo not drawn) is listed with 40%[activator]	-2%	nt	nt

(continued)
Values run as follows: p53ts 39C tox | p53ts 32C tox | Peg3 imprint | IkB sig inh
CC(C)c1ccc(NC(=O)Cn2c(=O)oc3cc(S(=O)(=O)N4CCCC4)ccc32)cc1
    -1% | -6% | 20%[10.9 µM] | ?
COc1ccc(Cc2nnc(Nc3ccc(C)cc3C)[nH]c2=O)cc1
    2% | -3% | 0% | 0.3%
CN1CCN(C(=O)c2ccc(CN3CCOCC3)cc2)CC1
    23% | 1% | -7% | 1.2%
CN(C)c1ccc(C(CNS(=O)(=O)c2ccc(F)cc2)N2CCCC2)cc1 (stereo not drawn)
    3% | -8% | 15%[10.9 µM] | 0.5%
Cc1ccc(S(=O)(=O)NCCc2nnc3ccc(SCC(=O)Nc4ccc(OC(F)(F)F)cc4)nn23)cc1
    -9% | -2% | -15%[10.9 µM] | -0.5%
COc1ccc(N2CCN(C(=O)c3cccc(NC(=O)c4nsc5ccccc45)c3)CC2)cc1
    ? | ? | -10%[10.9 µM] | -1.3%
c1ccc(-c2noc(-c3cccc4ccccc34)n2)nc1
    ? | ? | -77%[inhibitor] | ?
CCOc1ccc(CCNC(=O)C2CCN(Cc3nc(-c4ccccc4C)oc3C)CC2)cc1OCC
    -11% | -1% | -17%[10.9 µM] | ?
CCOc1ccccc1Nc1ncccc1C(=O)N1CCCC1
    -14% | -5% | -21% | -0.9%
Cc1c(NC(=O)C2(c3ccccc3)CCOCC2)c(=O)n(-c2ccccc2)n1C
    16% | 0% | 6% | -0.1%
CCOC(=O)c1sc(N2C(=O)c3oc4cc(C)c(C)cc4c(=O)c3C2c2ccc(C)cc2)nc1C (stereo not drawn)
    21% | 16% | 3%[10.9 µM] | 2.1%
O=C(CSc1nnc(-c2cccc(S(=O)(=O)N3CCCCC3)c2)o1)c1ccc[nH]1
    -10% | 5% | -14% | 0.4%
CCOc1ccc(NC(=O)Cn2c(=O)n(Cc3ccccc3)c(=O)c3c4c(sc32)CN(C(C)=O)CC4)cc1
    -18% | -2% | -2%[10.9 µM] | ?
O=C(O)CSc1nnc(CNc2cccc(C(F)(F)F)c2)n1Cc1ccco1
    6% | 0% | 6% | 0.9%
Nc1ccccc1NC(=O)c1ccccc1N
    -10% | -12% | -24% | 0.0%
Cc1sc2c(c1C)c(=O)n(-c1ccc(Cl)cc1)c(=O)n2Cc1cc(=O)n2ccccc2n1
    6% | 5% | 12%[10.9 µM] | ?
COc1cc(OC)cc(C(=O)N2CCN(C(=O)COc3ccccc3)CC2)c1
    -7% | 1% | 7%[10.9 µM] | 2.2%
O[C@H](c1cc(C(F)(F)F)nc2c(C(F)(F)F)cccc12)[C@H]1CCCCN1
    ? | -2%[20.6 µM] | -21%[16.8 µM] | 3.3%[25.6 µM]
Fc1ccccc1C(c1nnnn1Cc1ccc2c(c1)OCO2)N1CCN(Cc2ccco2)CC1 (stereo not drawn)
    9% | 9% | -15% | 0.4%
COc1ccc(N(CC(=O)N2CCc3ccccc32)S(=O)(=O)c2c(C)n[nH]c2C)cc1
    -11% | ? | ? | -0.1%
CCOC(=O)c1c(C)[nH]c(C)c1S(=O)(=O)N1CCC(C(=O)N2CCN(c3cccc(Cl)c3)CC2)CC1
    -45% | -5% | -10%[10.9 µM] | ?
COc1cccc(NC(=O)CC(=O)Nc2ccc3nc4n(c(=O)c3c2)CCCCC4)c1
    1% | -19% | 5%[10.9 µM] | -0.1%
Cc1[nH]c(=O)[nH]c(=O)c1S(=O)(=O)NCC12CC3CC(CC(C3)C1)C2
    -1% | -2% | -7% | -0.6%
COc1cccc(-c2cc(C(=O)N3CCCCC3C)no2)c1 (stereo not drawn)
    ? | ? | 1% | 0.8%
COC(=O)c1ccccc1-n1cc2c(c1-c1cccc(C)c1)c(=O)n(C)c(=O)n2C
    22% | 14% | -5%[10.9 µM] | 0.0%
O=C(O)CSSCC(=O)O
    4%[9.22 µM] | -3%[9.22 µM] | -8%[10.9 µM] | -0.4%[11.4 µM]
COc1cccc2cc(C(=O)C3=C(O)C(=O)N(CCCN(C)C)C3c3ccncc3)oc12 (stereo not drawn)
    5% | 3% | -5% | 7.0%
COc1cccc(C2CC(=O)Nc3c2c(=O)n(C)c2nc4ccccc4n32)c1 (stereo not drawn)
    2% | -9% | 8%[10.9 µM] | -1.8%
CCc1ccc(CNC(=O)C2CCN(C(=O)c3ccc(-n4c(C)cc5ccccc54)s3)CC2)cc1
    -14% | 16% | -18%[10.9 µM] | ?
CCOC(=O)C1=C(O)C(=O)N(c2ccc(S(N)(=O)=O)cc2)C1c1ccc(OC)cc1 (stereo not drawn)
    1% | 17% | -8% | -0.5%
COc1ccc(NC(=O)CSc2nnc(Cn3cnc4ccccc43)n2C)cc1
    1% | 8% | nt | nt
O=C(c1ccc2c(c1)N(Cc1cccc(Cl)c1)C(=O)c1ccccc1S2=O)N1CCN(c2cccc(C(F)(F)F)c2)CC1 (stereo not drawn)
    12% | 15% | -14%[10.9 µM] | 1.2%
Fc1ccc(Cc2cn3cc(-c4ccccc4)nc3s2)cc1
    2.5µM* | 3.2µM* | -20%[10.9 µM] | ?
O=c1c2sc3ccccc3c2n(Cc2ccccc2F)c(=O)n1Cc1ccccc1
    -21% | 27% | -14%[10.9 µM] | -3.1%
Cc1cccc(N(C)C(=O)CCS(=O)(=O)c2cccc3nonc23)c1
    1% | -1% | -14% | -0.7%
C[C@@H](CC(=O)O)[C@@H](N)C(=O)O
    2% | 1% | -5% | 0.1%
Fc1ccc(CNCCCSc2nnnn2-c2ccccc2)cc1
    1% | -6% | -11%[10.9 µM] | 0.2%

Source: PubChem BioAssay
